# TEAD-YAP inh: TEAD-YAP interaction inhibition; HEK-TIYL cells, TEAD-Gal4/YAP UAS-luciferase luminescence; inhibition, % at 9.12 µM; 640,000 compounds, 1.4% hits; in the data active = inhibition above about 32%;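 note: 0% = median of test compound wells and 100% = reference inhibitor wells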
# MITF inh: human MITF inhibition, primary screen. O75030. AlphaScreen MITF homodimerization, bead proximity signal. inhibition, % at 2.6 µM. 650,000 compounds, 0.91% hits. AID 1259374; in the data active = inhibition above about 50%;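 note: 0% = vehicle wells with protein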
# Target sequence (O75030 whole entry, looked up): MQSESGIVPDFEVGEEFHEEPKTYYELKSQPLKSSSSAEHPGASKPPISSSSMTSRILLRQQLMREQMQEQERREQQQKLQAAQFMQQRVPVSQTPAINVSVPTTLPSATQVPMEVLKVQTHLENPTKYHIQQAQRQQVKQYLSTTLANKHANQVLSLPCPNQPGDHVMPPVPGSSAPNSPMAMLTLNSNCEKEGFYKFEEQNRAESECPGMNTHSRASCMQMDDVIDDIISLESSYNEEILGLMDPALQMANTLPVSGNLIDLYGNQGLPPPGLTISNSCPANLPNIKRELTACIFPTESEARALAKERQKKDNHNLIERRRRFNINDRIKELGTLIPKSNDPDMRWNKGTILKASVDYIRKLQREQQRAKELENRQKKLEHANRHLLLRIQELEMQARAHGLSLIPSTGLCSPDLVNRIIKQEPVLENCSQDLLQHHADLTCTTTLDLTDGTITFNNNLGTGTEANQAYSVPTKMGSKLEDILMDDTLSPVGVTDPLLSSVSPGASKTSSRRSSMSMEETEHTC
# FBW7 act: human FBW7 E3 ligase activation, primary screen | Q969H0 | AlphaScreen FBW7–phospho-cyclin E peptide binding, activator screen | normalized activity (activation), % at 26.1 µM | 650,000 compounds, 0.13% hits | AID 1259310; in the data active = normalized activity above about 1.9%;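 note: purified mutant Fbw7 with reduced substrate affinity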
# GPR151 ag: activates the human receptor GPR151; AID 1508602; activation, % at 11.2 µM; 650,000 compounds, 1% hits; PathHunter beta-arrestin GPR151 cells, luminescence; Q8TDV0; in the data active = activation above about 4.9%;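 note: 0% = median of compound wells and 100% = cells with positive control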
# Target sequence (Q8TDV0 whole entry, looked up): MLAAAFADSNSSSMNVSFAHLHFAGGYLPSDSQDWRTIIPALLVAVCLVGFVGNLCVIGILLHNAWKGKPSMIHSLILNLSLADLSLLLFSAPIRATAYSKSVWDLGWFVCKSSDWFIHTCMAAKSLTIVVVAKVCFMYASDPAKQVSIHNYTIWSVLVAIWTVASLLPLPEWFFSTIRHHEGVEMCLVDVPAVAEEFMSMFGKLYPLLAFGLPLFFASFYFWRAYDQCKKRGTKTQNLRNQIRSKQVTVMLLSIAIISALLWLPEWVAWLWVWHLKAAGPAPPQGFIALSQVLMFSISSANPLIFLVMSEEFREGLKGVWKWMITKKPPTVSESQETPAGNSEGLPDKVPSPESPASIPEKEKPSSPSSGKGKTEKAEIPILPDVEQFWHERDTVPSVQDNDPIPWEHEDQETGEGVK
# The depositor's hits bear a star; & = joins results of further samples.
# Below each SMILES – TEAD-YAP inh, GPR151 ag, MITF inh, FBW7 act
COc1ccc(-c2csc(NC(=O)c3ccc(S(=O)(=O)N4CC(C)OC(C)C4)cc3)n2)c(OC)c1 (centres undefined)
    32*, -0.3, -1, 0.0
COc1ccccc1NC(=O)CSC1=Nc2ccccc2C2=NC(C(C)C)C(=O)N12 (centres undefined)
    -11, 0.3, -4, -0.2
Cn1c(O)c(/C=N/c2ccnn2C2CCCCC2)c(=O)n(C)c1=O
    -6, -0.6, 10, -0.2
Cc1ccsc1C1C=C(c2ccc(Cl)cc2)Nc2nc3ccccc3n21 (centres undefined)
    -66, -0.4, -8, -0.1
O=C(CC1Sc2ncnn2C1=O)Nc1ccccc1 (centres undefined)
    2, 1.7, -9, -0.3
CC1CCc2c(sc(NC(=O)CCCn3cnc([N+](=O)[O-])n3)c2C(N)=O)C1 (centres undefined)
    24, 1.7, 9, 0.3
O=C(NCc1cccnc1)c1ccc(NC(=S)NC(=O)c2cccs2)cc1
    4, -0.4, 6, 0.0
Cc1cccc(Cn2cc(SCC(N)=O)c3ccccc32)c1
    24, -1.0, -6, 0.0
O=S(=O)(c1cccc(F)c1)N1CCC(Oc2cccc(-c3ccco3)c2)CC1
    4, 0.6, -4, -0.2
O=c1[nH]c(=S)n(Cc2ccco2)c(O)c1/C=C1\C=Nc2ccc(Br)cc21
    11, 0.1, 84*, -1.0
Cc1ccc(-c2noc(CCC(=O)NC3CCCC3)n2)cc1
    -1, -1.6, 31, 0.6
CCOC(=O)C1=C(C)NC2=C(C(=O)CC(c3cccs3)C2)C1c1ccc(O)c(OC)c1 (centres undefined)
    -9&8, 2.0&2.3, 2&15, 0.1&0.5
Nc1ncccc1OCc1ccc(Br)cc1
    -63, -2.0, 14, -0.1
CCCCC(=O)NC(c1ccc(N(C)C)cc1)c1ccc2cccnc2c1O (centres undefined)
    75*, -0.8, 22, -2.0
CCCCNC(=O)COC(=O)c1ccc(Br)cc1
    -6, -1.0, 0, 0.7

# An excerpt of these results, with each value named.
CC1CCc2c(sc(NC(=O)CCCn3cnc([N+](=O)[O-])n3)c2C(N)=O)C1 (centres undefined)
  TEAD-YAP inh = 24
  GPR151 ag = 1.7
  MITF inh = 9
  FBW7 act = 0.3
O=C(NCc1cccnc1)c1ccc(NC(=S)NC(=O)c2cccs2)cc1
  TEAD-YAP inh = 4
  GPR151 ag = -0.4
  MITF inh = 6
  FBW7 act = 0.0
Cc1cccc(Cn2cc(SCC(N)=O)c3ccccc32)c1
  TEAD-YAP inh = 24
  GPR151 ag = -1.0
  MITF inh = -6
  FBW7 act = 0.0

# Following part.
# Below each SMILES – TEAD-YAP inh, GPR151 ag, MITF inh, FBW7 act
Cc1ccc2c(c1)cc(C)c1nnc(SCC(=O)O)n12
    5, -0.7, 5, -0.1
CCn1c[n+](CC(O)COc2ccccc2OC)c2ccccc21 (centres undefined)
    -3, -0.1, 6, 0.1
CCCC1=C(C(=O)OCC)C(c2c(F)cccc2Cl)NC(=O)N1C (centres undefined)
    -3, -0.7, -5, -0.1
COC(=O)c1cc(C(=O)Nc2ccc(S(=O)(=O)NC(C)(C)C)cc2)cc([N+](=O)[O-])c1
    -5, 0.6, 18, -0.1
COc1ccc(N2C(=O)CSC2c2ccccc2Cl)cc1 (centres undefined)
    -7, 0.9, 3, -0.3
CCC(C(C#N)C(N)=S)C1C(=O)OC(C)(C)OC1=O (centres undefined)
    6, 0.5, -7, -0.3
COc1ccc(C(=S)N2CCN(C(=O)c3ccccc3)CC2)cc1
    4, 0.6, 11, 0.5
CN(CCO)CCCCOc1ccc2c(c1)C(=O)c1cc(OCCCCN(C)CCO)ccc1-2
    -8, -0.6, -4, -0.1
COc1ccccc1N1CCN(C(c2ccc(C#N)cc2)c2nnnn2C(C)(C)C)CC1 (centres undefined)
    -6, -0.3, 10, -0.1
Cc1ccc2oc3c(c(=O)c2c1)C(c1ccc(Cl)cc1)N(CCN1CCOCC1)C3=O (centres undefined)
    1, -0.7, 10, 0.1
CCN(CC)C(=O)CN(c1ccccc1OC)S(C)(=O)=O
    4, 1.0, 17, 0.1
CCOc1cccc(C2CC(c3ccc(OC)cc3)=NC(c3ccc(OC)c(Br)c3)N2)c1O (centres undefined)
    -21, -0.6, 16, 0.3
Cc1ccc(-c2ccc(/C=C3\SC(=Nc4c(C)cccc4C)N(c4ccccc4)C3=O)o2)cc1Cl
    -4, 2.7, -11, -0.1
COc1cc(OC)cc(C(=O)Nc2ccc3c(c2)OCO3)c1
    -36, -11, 1, 0.0
COc1cc(/C=N/Nc2ccc3nnnn3n2)cc(Br)c1O
    7, 1.1, 12, 0.1

# Complete entries from above. Screens in order: TEAD-YAP inh	GPR151 ag	MITF inh	FBW7 act
# Profile of Cc1cccc(Cn2cc(SCC(N)=O)c3ccccc32)c1 : 24	-1.0	-6	0.0
# Profile of Cc1ccc(-c2ccc(/C=C3\SC(=Nc4c(C)cccc4C)N(c4ccccc4)C3=O)o2)cc1Cl : -4	2.7	-11	-0.1
# Profile of COc1ccccc1NC(=O)CSC1=Nc2ccccc2C2=NC(C(C)C)C(=O)N12 (centres undefined) : -11	0.3	-4	-0.2
# Profile of Cc1ccc2oc3c(c(=O)c2c1)C(c1ccc(Cl)cc1)N(CCN1CCOCC1)C3=O (centres undefined) : 1	-0.7	10	0.1
# Profile of COc1ccccc1N1CCN(C(c2ccc(C#N)cc2)c2nnnn2C(C)(C)C)CC1 (centres undefined) : -6	-0.3	10	-0.1

# Remaining list, next part
# Below each SMILES – TEAD-YAP inh, GPR151 ag, MITF inh, FBW7 act
Cc1cccc(S(=O)(=O)NCCCN(C)C)c1
    -4, 0.1, 14, 0.7
O=C1c2ccc(-c3nc4ccccc4c(=O)o3)cc2C(=O)N1c1ccc(Oc2ccccc2)cc1
    0, 0.7, 10, 0.0
COc1cccc(CNC(=O)c2ccc3nc(-c4ccccc4)c(-c4ccccc4)nc3c2)c1
    -2, 0.2, -8, 0.2
CC(C)N1CCc2c(sc(NC(=O)c3cc(=O)c4ccccc4o3)c2C(N)=O)C1
    -7, 0.4, 2, 0.0
COc1ccc2nc(-c3ccc(C)c(NS(=O)(=O)c4cc(C)c(C)cc4C)c3)cn2n1
    -26, -0.7, 6, 0.3
O=[N+]([O-])c1cccc(CONc2ncnc3nonc23)c1
    -3, -0.8, 7, 0.0
Cc1cc(C)c(NC(=O)c2cc(S(=O)(=O)N3CCCc4ccccc43)ccc2F)c(C)c1
    15, 1.0, 5, 0.0
CCC(=O)N1CCN=C1SCc1ccc(F)cc1
    -11, -0.4, 1, 1.1
C=CCN1C(=O)C(Cc2c[nH]c3ccccc23)NC1=S (centres undefined)
    2, 0.0, 0, 0.3
CCOCCCNC(=O)/C(C#N)=C/c1c(Oc2ccc(C)cc2)nc2ccccn2c1=O
    6, -6.0, 18, 0.2
Cc1ccc(N2CCN(C(=O)CCc3nc4ccccc4[nH]3)CC2C)cc1 (centres undefined)
    8, -0.5, 10, 0.3
CNC(=O)c1ccc(-c2ccc(C)c(C)c2)nc1NCC1CC1
    -19, 0.4, 16, -0.1
CCOc1ccc2nc(NCCNC(=O)Nc3ccc(SC)cc3)c(C#N)cc2c1
    3, -0.3, -5, 0.1
COc1ccc(C2=Nc3ccc(C)cc3C(c3ccncc3)=NN2)cc1OC
    -22, 0.0, 8, -0.1
Cc1ccccc1-n1nc(C)c2c1CC(C)(C)CC2=O
    4, 2.3, -3, 0.1
COc1ccc(C(=O)Nc2cc(C)ccc2C)c(OC)c1
    -34, 0.1, 17, -0.1
CCOC(=O)c1cc(-c2ccc([N+](=O)[O-])cc2)nc2c1c(=O)[nH]c(=O)n2Cc1ccccc1
    -1, -0.2, -6, -0.2
Cc1c(C(=O)NCC2CCCO2)oc2ccc3c(c12)C=CC(C)(C)O3 (centres undefined)
    -73, 10*, 11, 0.1
O=C(COC(=O)/C(=C/c1cccs1)c1cccs1)NCc1cccs1
    9, -1.1, 12, -0.1
CCCNC(=O)C(=O)NCC1OCCCN1S(=O)(=O)c1ccc(Cl)cc1 (centres undefined)
    2, 2.5, -9, 0.2
O=C(CCC1CCCC1)N1CCN(C(=O)c2cccc(F)c2)CC1
    -10, -0.8, -12, 0.1
O=C(COC(=O)CN1C(=O)c2cccc([N+](=O)[O-])c2C1=O)Nc1ccccn1
    -6, -0.2, 9, -0.1
COC(=O)c1ccc(CSc2ncnc3c2nnn3Cc2ccccc2)o1
    3, -0.2, -18, 0.0
COc1ccc(-c2cc(C(=O)N3C(C)CCCC3C)[nH]n2)cc1 (centres undefined)
    1, -1.0, -10, -0.1
CCOC(=O)c1cc2c(C)nc3ccc(OC)cc3c2o1
    5, -0.4, 0, -0.3
O=C(c1c(F)cccc1F)N1CCN(S(=O)(=O)c2ccc(F)cc2)CC1
    -17, 1.3, 19, 0.2
COc1ccc(S(=O)(=O)N(CC(=O)NCc2ccccn2)c2ccc(C)cc2)cc1
    -13, -0.8, 21, 0.1
OCCN1CCN(c2nccn3c(-c4ccccc4Oc4ccccc4)cnc23)CC1
    0, 1.1, 5, 0.2
Cc1ccc2c(c1)c(=O)c(C(=O)c1ccccc1)cn2CC(=O)Nc1cccc(Cl)c1
    0, -0.5, 8, -0.1
O=C(NCCC1=CCCCC1)C1CC12CCN(C(=O)C1CCCO1)CC2 (centres undefined)
    -4, 1.8, -8, -0.2
O=C(c1ccc(Cl)cc1)C(Oc1ccc(Cl)cc1)n1cncn1 (centres undefined)
    -1, -1.2, 15, 0.9
CCc1nnc(NC(=O)CSc2nnc(CN3CCOCC3)n2-c2ccccc2)s1
    10, 0.2, 12, 0.8
COc1ccc2[nH]c3c(=O)n(CCCC(=O)N4CCC(C(N)=O)CC4)c(=S)[nH]c3c2c1
    3, -0.3, 4, 0.1
CCOc1ccc(S(=O)(=O)Nc2ccc3oc4c(c3c2)C(=O)CCC4)cc1
    6, -0.3, 10, 0.8
O=C(NCCCN1CCCC1=O)c1cc(NCCN2CCOCC2)nc2ccccc12
    9, 0.3, 6, 0.2
COc1ccc(-c2noc(CC(=O)N3CCN(c4cc(Cl)ccc4C)CC3)n2)cc1
    -17, 3.1, -8, 0.3
CCn1c(C(=O)NCCCN2CCCC2=O)cc2sccc21
    0, 1.6, 0, 0.0
O=C(Nc1ccc(Oc2cccc3cccnc23)c(Cl)c1)c1cc(Cl)cc(Br)c1O
    8, 2.9, -9, 0.1
CC1(C)C(c2ccccc2)=[N+]([O-])C2(CCCCCC2=O)N1O (centres undefined)
    2, -2.2, 19, 0.1
COc1cccc(C2CC(c3cccs3)=NN2C(=O)CSc2nnc(CNC(=O)c3cccs3)n2CCc2ccccc2)c1OC (centres undefined)
    -4, 0.4, -2, 0.0
COc1ccc(Cl)cc1NC(=O)c1cc(S(=O)(=O)NC2CCCC(C)C2C)ccc1F (centres undefined)
    3, -1.8, -12, 0.7
O=C(Nc1ccc(N2CCOCC2)cc1)c1ccc(Br)cc1
    4, 3.3, 1, -0.1
COc1ccc(CCN(C)C2CCCN(S(=O)(=O)N(C)C)C2)cc1OC (centres undefined)
    0, 0.5, 6, 0.1
Cc1ccccc1N1C(=O)CNC1=S
    -7, 1.5, 6, -0.1
CCOC(=O)N1CCN(C(=O)CCCOc2ccccc2)CC1
    -75, 1.3, 12, -0.1
CCOc1ccc(-n2c(SCC#N)nc3c(sc(=S)n3-c3ccc(C)cc3C)c2=O)cc1
    8, 0.2, 2, 0.0
COC(=O)c1ccc(NC2SC(=O)NC2=O)cc1 (centres undefined)
    10, 0.0, 9, 0.0
c1ccc(C2C/C(=N\n3cnnc3)c3ccccc3O2)cc1 (centres undefined)
    0, -1.4, 0, 0.0
COc1ccc(N=Cc2cc([N+](=O)[O-])cc(Br)c2O)cc1OC
    2, -1.4, -1, 0.1
CC(=O)C1=C(O)C(=O)N(CCCO)C1c1cccc([N+](=O)[O-])c1 (centres undefined)
    3, -1.2, 22, 0.1
O=C1OC(c2ccccc2Cl)=N/C1=C/c1cccc([N+](=O)[O-])c1
    -7, 1.4, 1, -0.1
CCCOc1ccccc1C1C2=C(CCCC2=O)NC2=C1C(=O)CCC2
    9, -0.1, 6, 0.3
CN(C)S(=O)(=O)c1ccc(/C(O)=C2/C(=O)C(=O)N(CCN3CCCCC3)C2c2ccc(F)cc2)cc1 (centres undefined)
    4, -0.9, 9, 0.0
O=C(CCC1(Cc2ccc(Cl)cc2)CCC(=O)N1)NCCc1cccnc1 (centres undefined)
    -7, -0.8, 8, 0.0
CC1CN(S(=O)(=O)c2ccc(Sc3ccc(S(=O)(=O)N4CC(C)OC(C)C4)cc3)cc2)CC(C)O1 (centres undefined)
    7, 0.9, 5, 0.1
Cc1cccc(-n2nc3c(c2NC(=O)c2ccc(S(=O)(=O)N4CCOCC4)cc2)CSC3)c1C
    -2, -1.4, 4, -0.1
O=C(N/N=C/c1ccccc1Cl)c1n[nH]c2c1CCCC2
    20, -3.7, 13, 0.0
CCN1C(=O)/C(=C\c2ccccc2)SC1=S
    -9, 0.7, -4, -0.1
Cc1ccc(S(=O)(=O)n2nc(OC(=O)c3cccs3)cc2N)cc1
    -2, 0.5, -6, -0.1
Cc1c(NC(=O)c2ccc3ccccc3c2)c(=O)n(-c2ccccc2)n1C
    6, -0.8, 9, 0.2

# Additional entries follow:
# Below each SMILES – TEAD-YAP inh, GPR151 ag, MITF inh, FBW7 act
CCOc1cc(C2Nc3ccccc3-c3nnc(SC)nc3O2)ccc1OCC(=O)O (centres undefined)
    -12, -0.7, -12, 0.0
O=c1c(-c2ccc(O)cc2)coc2cc(OC3OC(CO)C(O)C(O)C3O)cc(O)c12 (centres undefined)
    15, 0.2, -12, -0.2
CCOC(=O)Cn1c(=O)oc2cc(S(=O)(=O)Nc3ccc(OC)c(OC)c3)ccc21
    12, 2.1, 8, 0.0
O=C(c1ccccc1Cl)N1CCN(c2ccc([N+](=O)[O-])c(NCc3ccco3)c2)CC1
    -1, 1.9, 23, 0.1
Cc1ccccc1C(=O)c1c(C)oc2ccccc2c1=O
    -4, 0.4, -2, -0.1
